Assay outcomes deposited in PubChem by several laboratories.
MT stabilize HCS: microtubule stabilizers in HeLa cells, primary screen, imaging, high-content imaging; HeLa tubulin immunostaining HCS, 24 h; share of cells brighter than vehicle mean+2SD; % tubulin-high responders, % at 10 µM; 200,000 compounds, 0.83% hits;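 active = plate Z-score above 3 for both tubulin-high and condensed-nucleus cell shares, with cell loss under 80%, at 10 µM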;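 note: anti alpha tubulin signal scored within the nucleus-defined area of each cell; some results filed as inactive read as strong as hits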
WT yeast gro inh: growth inhibition of WT strain, primary screen, mitochondrial fusion inhibitor project, WT and mutant strains, chemical genetic. mitochondrial fusion phenotypic screen. inhibition, % at 10 µM. 190,000 compounds, 2.1% hits; in the data active = inhibition above about 58%; tested in S. cerevisiae
NOD2 inhibition: NOD2 signaling inhibitors, cell-based, luminescence, uHTS, HEK293 (AID 1566). 290,000 compounds, 0.63% hits. HEK293 NOD2/NF-kB luciferase reporter, luminescence; higher % means a stronger effect. inhibition, % at 4 µM; hits with a dose series show EC50 in µM; in the data active = inhibition above about 50%; note: many of its hits are not listed in these tables
b-catenin transl: modulators of beta-catenin nuclear translocation, primary screen, imaging, HeLa cells, immunofluorescence, high-content. nuclear translocation activity, % at 5 µM. 190,000 compounds, 0.3% hits;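 active = nuclear translocation activity above 50% at 5 µM, with a well cell count of 50 or more; inconclusive = wells under 50 cells across six images, flagged as toxic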;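 note: per-cell ratio of nuclear to cytoplasmic median beta-catenin stain intensity; plate controls were DMSO negative control for no effect and GSK-3 inhibitor IX positive control for full effect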
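test system = HeLa cells, endogenous beta-catenin | dosing = single 5 µM dose plus 0.02–20 µM confirmation series | times = compound treatment 24 h, 37°C, 5% CO2 | technique = beta-catenin immunofluorescence imaging with DAPI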
Insulin prom up: insulin promoter activators in MIN6 cells, imaging, high-content screening, mouse beta cells; z-score at 5 µM; AID 1625, 2009; MIN6 insulin promoter-GFP reporter; active compounds read high; 190,000 compounds, 0.3% hits;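 active = z-score above 3 at 5 µM with at least 500 cells counted in the well; inconclusive = wells under 500 cells, flagged as cytotoxic or low count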
Dynein cargo inh: inhibitors of GR-EGFP nuclear translocation, primary screen, dynein cargo transport inhibitor project, imaging, high-content, 3617.4 mouse cells; test concentration mostly 20 µM; stimulated with dexamethasone, 1 µM; active compounds read low; z-score, hits read low; 220,000 compounds, 0.47% hits;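 active = plate z-score of nuclear minus cytoplasmic receptor signal below a set negative limit, without overly bright fluorescence or cell loss, cut at about -3.5 in these data, passing the limit was not always enough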;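 note: z-score of nuclear minus cytoplasmic ring GR-EGFP intensity difference per well; some compounds called inactive have numbers as strong as hits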
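Medium: Induction medium lacking tetracycline, stripped serum | Probe or stimulus: 1.0 µM final dexamethasone stimulus | Schedule: 48 h induction, then 1 h compound, then 30 min agonist, 37 °C | Signal: Automated 10x imaging of fixed Hoechst-stained cells | Evaluation: Per-cell GR-EGFP intensity, nucleus versus surrounding cytoplasmic ring, well-averaged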
Yfh1-depleted yeast: enhancers of respiration in Yfh1-depleted yeast, dose response, Friedreich's ataxia, plus single-dose screen (AID 1465); S. cerevisiae Yfh1-off respiration, WST-1 reduction, 72 h; higher fold induction means a stronger effect; one-dose fold induction at 50 µM; EC50 in µM for titrated hits; 220,000 compounds, 0.074% hits;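 active = fold induction of absorbance versus untreated yeast above a set limit, then at least 30% activation at any dose in follow-up; inconclusive = repeats straddling the limit, or above it without dose testing; inactive = fold induction below the set limit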;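 note: activators that raise dye reduction in frataxin-depleted yeast; strong numbers were not always called active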
Hep lipid drop: inhibitors of hepatocyte lipid droplet formation, primary screen, imaging, high-throughput imaging, BODIPY stain; AID 1656, 2009; inhibition, % at 6.5 µM; AML12 mouse hepatocytes, oleate lipid droplets; 240,000 compounds, 0.4% hits;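 active = lipid droplet intensity inhibited by at least 50%, with more than 500 cells counted; inconclusive = wells with under 300 cells, treated as cytotoxic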
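material = mouse AML12 hepatocyte cell line, fixed after treatment | also added = 100 µM oleic acid challenge | doses = compound at 6.5 µM only | schedule = overnight exposure | technique = Image-based BODIPY and DAPI two-channel analysis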
Autophagy HCS: autophagy modulators in MEF cells, primary screen, imaging, high-content, MEF GFP-LC3. MEF GFP-LC3 puncta imaging; test concentration mostly 10 µM. calls only at 10 µM (by protocol). 190,000 compounds, 0.98% hits;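 active = percentage of spot-positive cells more than 3 SD above its plate mean, without a fluorescence outlier flag or 80% toxicity; inconclusive = no clear call, values can overlap the other calls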;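 note: spot-positive cell cutoff set from DMSO-treated cells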
WT yeast gro inh mutant strain: recorded beside WT yeast gro inh, whose call it bears; inhibition, %; mitochondrial fusion phenotypic screen, mutant strain inhibition
Dynein cargo inh cytoplasmic EGFP: second read-out of Dynein cargo inh, no call of its own (marks repeat the call); z-score; measured here: cytoplasmic GR-EGFP intensity; active compounds read high
Dynein cargo inh nuclear GR-EGFP: further read-out of Dynein cargo inh, marked with its call; z-score; measured here: nuclear GR-EGFP intensity;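 lower value marks the stronger effect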
Dynein cargo inh cell count: further read-out of Dynein cargo inh, marked with its call; z-score; measured here: cell count per field
Insulin prom up cell count: further read-out of Insulin prom up, marked with its call; cell count; measured here: cytotoxicity, nuclei count;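 total cells summed across four imaged fields per well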
Hep lipid drop cells 6.5 µM: further read-out of Hep lipid drop, marked with its call; cell count; measured here: cell count, cytotoxicity flag;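 cells counted across two imaged fields per well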
b-catenin transl cell count 5 µM: also measured in b-catenin transl; calls as there; cell count; measured here: cell count, cytotoxicity flag
MT stabilize HCS Hoechst-high %: also measured in MT stabilize HCS; calls as there; % Hoechst-high responders; measured here: nuclear condensation Hoechst responders;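 share of cells brighter than vehicle mean plus two SD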
MT stabilize HCS cytotoxicity %: further read-out of MT stabilize HCS, marked with its call; toxicity, %; measured here: cytotoxicity by cell density;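 0% = mean cell density of plate MIN control wells and 100% = no cells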
Autophagy HCS cell loss 18 h: recorded beside Autophagy HCS, whose call it bears; toxicity, %; measured here: cell loss, nuclei count;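 cell loss after 18 h compound exposure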
Starred values were filed as active, the others as inactive; i = inactive; u = inconclusive; x = not tested or not shown. This is a subset (hit frequency here may not be typical).

SMILES	MT stabilize HCS	MT stabilize HCS Hoechst-high %	MT stabilize HCS cytotoxicity %	WT yeast gro inh	WT yeast gro inh mutant strain	NOD2 inhibition	b-catenin transl	b-catenin transl cell count 5 µM	Insulin prom up	Insulin prom up cell count	Dynein cargo inh	Dynein cargo inh cytoplasmic EGFP	Dynein cargo inh nuclear GR-EGFP	Dynein cargo inh cell count	Yfh1-depleted yeast	Hep lipid drop	Hep lipid drop cells 6.5 µM	Autophagy HCS	Autophagy HCS cell loss 18 h
COc1ccc(C2CC(=O)Oc3c(C(CCN4CCCCC4)c4ccc(N(C)C)cc4)c(OC)cc(OC)c32)cc1 (stereo not drawn)	x	x	x	x	x	12%	-2.8	1249	-1.2	783	-0.3	-0.66	-0.045	0.13	i	5	705	x	x
Cc1ccc(C)c2[nH]c(=O)c(CN(Cc3ccco3)S(=O)(=O)c3ccc4c(c3)OCCO4)cc12	1.9	0.9	5.3	-5	-3	16%	-7.5	1167	-1.1	1286	-0.83	-0.18	-0.4	0.97	i	5	721	i	1
CCn1c(SCc2nc3ccccc3c(=O)[nH]2)nnc1-c1cccnc1	1.9	0.7	14	-13	-17	17%	-1.2	1121	0.25	1882	0.063	-0.23	0.32	1.3	i	-22	668	i	0
COc1ccccc1-c1cc(C(=O)N2CCCc3ccccc32)no1	3.3	2.3	5.8	37	18	2%	x	x	-0.36	1215	0.19	-0.3	0.085	0.36	i	-1	683	i	16
O=C1CCCN1c1ccc(Br)cc1	1.5	1.5	8.4	10	21	-1%	-3.7	1175	-1.9	961	0.31	-0.02	0.43	1	i	-3	774	i	-8
CC(=O)N(C)c1ccc(NC(=S)Nc2cccc3ccccc23)cc1	4.3	2.2	9.2	5	-7	9%	0.9	1123	-0.05	1382	0.17	-0.27	-0.072	0.0079	i	2	687	i	-5
Cc1cc(C)nc(NC2=NCC(=O)N2CCc2c[nH]c3ccccc23)n1	2.2	1.5	6.8	-6	5	-14%	x	x	1.1	1364	-1.1	-0.29	-0.41	0.3	u	-1	732	i	-3
COc1cc(OC)c(C2=NOC(C(=O)Nc3c(C)n(C)n(-c4ccccc4)c3=O)C2)cc1Cl (stereo not drawn)	3.8	2.2	7.7	0	-3	15%	-0.1	952	x	x	-1.3	-0.25	-0.52	0.78	i	-1	767	i	17
CC1(C)C(=O)Nc2ccccc2N1C(=O)CSc1nnc2ccccn12	2.6	3.6	6.3	-5	17	6%	x	x	0.04	1304	-1	0.02	-0.8	1.4	i	7	612	i	9
O=C1/C(=C/c2ccccn2)SC(=S)N1Cc1ccccc1	x	x	x	x	x	7%	3.0	1190	0.07	1396	0.98	-0.21	0.25	0.021	i	4	673	x	x
O=C(Oc1ccc(-c2cnc3ccccc3n2)cc1)c1ccco1	5.4	4.8	1.9	35	8	-102%	0.1	806	0.55	1186	-0.6	-0.3	-0.05	0.12	i	x	x	i	19
O=S(=O)(c1ccc(F)cc1)N1CCC(N2CCCCCC2)CC1	2.6	1.8	7.6	2	17	12%	4.5	1438	-0.1	1417	-0.43	-0.19	0.62	0.53	i	x	x	i	-24
COc1ccc(NC(=O)C(c2ccccc2)N(C)C(=O)CNC(C)=O)cc1 (stereo not drawn)	2.2	1.1	7.7	-4	-5	-16%	-2.6	791	0.74	1330	-0.013	-0.21	0.11	0.22	i	x	x	i	-2
O=[N+]([O-])c1nn(-c2ccc(Cl)cc2)n(O)c1=NCc1ccccc1Cl	2.4	1.9	0.5	32	18	-44%	-1.2	1071	1.7	1204	0.4	-0.35	0.39	-0.0093	i	3	723	i	1
CCOc1ccc(CN2CCN(C(=O)c3ccccc3)CC2)cc1	2.8	0.7	45	-3	-8	6%	3.0	1182	0.34	1253	-0.73	-0.24	-0.11	0.71	i	9	774	i	3

Taken from the listing, 5 compounds:
SMILES	MT stabilize HCS	MT stabilize HCS Hoechst-high %	MT stabilize HCS cytotoxicity %	WT yeast gro inh	WT yeast gro inh mutant strain	NOD2 inhibition	b-catenin transl	b-catenin transl cell count 5 µM	Insulin prom up	Insulin prom up cell count	Dynein cargo inh	Dynein cargo inh cytoplasmic EGFP	Dynein cargo inh nuclear GR-EGFP	Dynein cargo inh cell count	Yfh1-depleted yeast	Hep lipid drop	Hep lipid drop cells 6.5 µM	Autophagy HCS	Autophagy HCS cell loss 18 h
O=C(Oc1ccc(-c2cnc3ccccc3n2)cc1)c1ccco1	5.4	4.8	1.9	35	8	-102%	0.1	806	0.55	1186	-0.6	-0.3	-0.05	0.12	i	x	x	i	19
O=S(=O)(c1ccc(F)cc1)N1CCC(N2CCCCCC2)CC1	2.6	1.8	7.6	2	17	12%	4.5	1438	-0.1	1417	-0.43	-0.19	0.62	0.53	i	x	x	i	-24
COc1ccc(NC(=O)C(c2ccccc2)N(C)C(=O)CNC(C)=O)cc1 (stereo not drawn)	2.2	1.1	7.7	-4	-5	-16%	-2.6	791	0.74	1330	-0.013	-0.21	0.11	0.22	i	x	x	i	-2
O=[N+]([O-])c1nn(-c2ccc(Cl)cc2)n(O)c1=NCc1ccccc1Cl	2.4	1.9	0.5	32	18	-44%	-1.2	1071	1.7	1204	0.4	-0.35	0.39	-0.0093	i	3	723	i	1
CCOc1ccc(CN2CCN(C(=O)c3ccccc3)CC2)cc1	2.8	0.7	45	-3	-8	6%	3.0	1182	0.34	1253	-0.73	-0.24	-0.11	0.71	i	9	774	i	3

Further compounds:
SMILES	MT stabilize HCS	MT stabilize HCS Hoechst-high %	MT stabilize HCS cytotoxicity %	WT yeast gro inh	WT yeast gro inh mutant strain	NOD2 inhibition	b-catenin transl	b-catenin transl cell count 5 µM	Insulin prom up	Insulin prom up cell count	Dynein cargo inh	Dynein cargo inh cytoplasmic EGFP	Dynein cargo inh nuclear GR-EGFP	Dynein cargo inh cell count	Yfh1-depleted yeast	Hep lipid drop	Hep lipid drop cells 6.5 µM	Autophagy HCS	Autophagy HCS cell loss 18 h
COc1ccccc1NC(=O)C1=C(C)Nc2ncnn2C1c1cccs1 (stereo not drawn)	3.1	2.0	7.1	18	19	14%	-2.2	994	0.11	1562	0.2	-0.23	0.48	-0.081	i	x	x	i	11
CCNC(=S)NNC(=O)c1cccn(Cc2ccc(Cl)cc2)c1=O	2.0	1.4	6.8	30	1	-2%	-0.8	1411	-0.22	1639	-0.21	0.069	-0.25	0.44	x	x	x	i	0
Cc1ccc2[nH]c(C(=O)NN=C3CCCCC3)c(-c3ccccc3)c2c1	4.8	3.0	9.6	7	5	2%	0.2	883	0.53	1621	-0.46	-0.24	0.33	1.1	i	16	626	i	-3
Cc1cc(C)n2nc(C(=O)NNC(=O)c3ccc(Cl)cc3)nc2n1	x	x	x	x	x	-13%	1.4	1379	0.18	576	1.4	-0.14	1.5	-2.2	i	23	627	x	x
CNC(=S)N/N=C/c1c(Cl)cccc1Cl	3.3	1.5	2.9	14	-4	6%	x	x	0.78	1412	1.7	0.015	2.7	-2.3	i	-2	676	i	38
CCNS(=O)(=O)c1ccc2c(c1)NCC2	2.3	3.2	2.0	17	4	0%	-0.9	483	0.14	1282	1.4	-0.13	0.52	-1.5	i	15	706	i	-5
CC(C)C(c1nnnn1Cc1ccccc1)N(CCCO)Cc1cc2cc3c(cc2[nH]c1=O)OCO3 (stereo not drawn)	2.2	2.2	14	-19	-31	14%	-1.4	1116	0.02	1233	0.37	-0.22	0.29	-0.065	i	x	x	i	1
COC(=O)n1c(=O)oc2cc(S(=O)(=O)N3CCOCC3)ccc21	3.7	2.0	9.2	-4	-1	10%	x	x	0.11	1206	0.2	-0.17	0.3	0.48	i	-6	670	i	11
Cc1cccc(N2CCN(C(=O)CCNS(=O)(=O)c3ccc4c(c3)CCC(=O)N4)CC2)c1C	3.8	2.9	6.2	-6	-10	9%	x	x	-1.9	1285	0.31	0.31	1.1	-0.53	i	-2	688	i	1
